Screening results deposited in PubChem BioAssay by several laboratories.
CRFR2-BP ag: agonists of CRF-BP/CRF-R2 complex, primary screen, cell-based, HEK293, calcium dye fluorescence, uHTS; CRF-binding protein / CRF receptor 2 complex (human); calcium dye fluorescence (FLIPR); percent of saturating CRF peptide response; activation, % at 13.2 µM; actives 0.46% (n = 350,000); AID 588473, 2011;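 active means activation of at least 50%, plus an integration ratio under a set limit after plate pattern correction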;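 further: plate controls were neutral control wells without compound for no effect and CRF at EC100 for full effect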
M4 ag: human M4 muscarinic receptor agonists, primary screen, CHO-K1 cells, Fluo-8 calcium fluorescence; Muscarinic acetylcholine receptor M4 (Homo sapiens), P08173; CHO-K1 hM4/Gqi5; vehicle 0%, full acetylcholine response 100%; activation, % at 3 µM; actives 0.14% (n = 360,000); AID 624127, 2012;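 active means activation above the run mean over all test wells plus 3 SD, cut at about 32% in these data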;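 further: peak over basal fluorescence ratio per well then scaled between controls; 0% = DMSO wells and 100% = acetylcholine at EC100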
Target sequence (P08173 whole entry, looked up): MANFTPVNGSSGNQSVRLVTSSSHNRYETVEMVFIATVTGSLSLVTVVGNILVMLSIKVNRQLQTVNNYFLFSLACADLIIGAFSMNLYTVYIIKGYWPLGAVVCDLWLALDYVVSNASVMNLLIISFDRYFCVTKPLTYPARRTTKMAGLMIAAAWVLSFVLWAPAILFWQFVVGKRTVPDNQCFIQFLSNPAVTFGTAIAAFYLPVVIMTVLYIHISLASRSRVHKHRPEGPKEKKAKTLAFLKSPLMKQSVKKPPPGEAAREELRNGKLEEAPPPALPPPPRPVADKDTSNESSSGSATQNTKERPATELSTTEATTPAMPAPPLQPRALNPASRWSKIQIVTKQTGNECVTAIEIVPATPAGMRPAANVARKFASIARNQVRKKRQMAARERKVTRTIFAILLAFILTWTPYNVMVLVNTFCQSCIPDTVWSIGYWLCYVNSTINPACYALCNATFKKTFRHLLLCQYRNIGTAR
M1 antag: human M1 muscarinic receptor antagonists, primary screen, CHO-K1 cells, Fluo-8 calcium fluorescence, 1536-well. inhibition, % at 3 µM. Muscarinic acetylcholine receptor M1 (Homo sapiens), P11229. actives 1.3% (n = 360,000). CHO-K1 hM1, ACh EC80 antagonist;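 active means percent inhibition above its own plate's cutoff, namely the mean of that plate's compound wells plus 3 SD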;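 further: peak over basal fluorescence ratio during 140 s after agonist addition; 0% = ACh EC80 plus DMSO and 100% = DMSO alone without agonist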
Target sequence (P11229 whole entry, looked up): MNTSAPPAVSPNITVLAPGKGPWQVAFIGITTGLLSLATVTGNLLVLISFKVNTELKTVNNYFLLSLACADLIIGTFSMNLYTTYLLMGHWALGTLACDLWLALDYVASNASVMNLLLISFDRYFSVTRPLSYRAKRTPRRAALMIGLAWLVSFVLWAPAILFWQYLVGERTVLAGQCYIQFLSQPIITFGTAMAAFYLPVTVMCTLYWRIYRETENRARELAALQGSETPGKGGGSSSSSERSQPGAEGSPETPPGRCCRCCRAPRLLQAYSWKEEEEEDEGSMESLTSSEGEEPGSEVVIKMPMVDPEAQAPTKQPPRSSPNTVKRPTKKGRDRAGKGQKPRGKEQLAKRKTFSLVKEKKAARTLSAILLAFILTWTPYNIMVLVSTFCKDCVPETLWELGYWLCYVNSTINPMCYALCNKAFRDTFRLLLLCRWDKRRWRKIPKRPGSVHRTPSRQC
CHRM1 PAM: human M1 muscarinic receptor positive allosteric modulators, primary screen, CHO-K1 cells, Fluo-8 calcium fluorescence, 1536-well | CHO-K1 hM1, ACh EC20; 0% = ACh EC20, 100% = maximal ACh | activation, % at 3 µM | actives 0.088% (n = 360,000); in the data active means activation above about 19%, passing the limit was not always enough
M4 PAM: human M4 muscarinic receptor positive allosteric modulators, primary screen, CHO-K1 cells, Fluo-8 calcium fluorescence; CHO-K1 hM4/Gqi5, ACh EC20; 0% = ACh EC20, 100% = maximal ACh; Muscarinic acetylcholine receptor M4 (Homo sapiens), P08173; actives 0.4% (n = 360,000); activation, % at 3 µM;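 active means activation above its plate's cutoff, the mean activation of sample wells plus 3 SD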; further: some results filed as inactive read as strong as hits
M5 PAM: human M5 muscarinic receptor positive allosteric modulators, primary screen, CHO-K1 cells, Fluo-8 calcium fluorescence. activation, % at 3 µM. CHO-K1 hM5, ACh EC20 PAM; 0% = ACh EC20, 100% = ACh EC100. actives 0.3% (n = 360,000);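 active means activation above the run cutoff, the mean activation of all test compounds plus 3 SD, cut at about 18% in these data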
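Probe or stimulus: acetylcholine, EC20 level; Assay system: human M5 receptor in CHO-K1 cells; Schedule: compound preincubation 140 s before EC20 acetylcholine addition; Technique: intracellular calcium via Fluo-8 fluorescence; Dosing: single-point, 3 µM nominal; Read-out basis: percent activation from peak-over-basal fluorescence ratio, scaled EC20-to-EC100 acetylcholine; Repeats: one well per compound, no replicates.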
M4 antag: human M4 muscarinic receptor antagonists, primary screen, CHO cells, Fluo-8 calcium fluorescence; CHO-hM4 cells, ACh EC80; inhibition, % at 3 µM; Muscarinic acetylcholine receptor M4 (Homo sapiens), P08173; AID 624125, 2012; actives 0.73% (n = 360,000);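 active means inhibition above its plate's cutoff, the mean inhibition of sample wells plus 3 SD, cut at about 27% in these data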;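 further: 0% = acetylcholine EC80 with DMSO and 100% = DMSO without agonist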
M5 antag: human M5 muscarinic receptor antagonists, primary screen, CHO cells, Fluo-8 calcium fluorescence; CHO-hM5 cells, ACh EC80; actives 0.59% (n = 360,000); inhibition, % at 3 µM; Muscarinic acetylcholine receptor M5 (Homo sapiens), P08912;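 active means inhibition above a per-plate cutoff, the mean of that plate's test compounds plus 3 SD, cut at about 27% in these data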;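 further: 0% = acetylcholine EC80 with DMSO and 100% = DMSO without agonist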
M5 ag: human M5 muscarinic receptor agonists, primary screen, CHO-K1 cells, Fluo-8 calcium fluorescence; CHO-K1 hM5 cells; 0% DMSO wells, 100% maximal acetylcholine response; activation, % at 3 µM; actives 0.19% (n = 360,000); AID 624037, 2012;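 active means activation above the run's mean over test compounds plus 3 SD, cut at about 23% in these data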;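 further: signal is peak over basal fluorescence ratio across the kinetic read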
Starred values were filed as active, the others as inactive; / = not tested or not shown.

1: COc1ccc(CC(=O)Oc2ccccc2C)cc1S(=O)(=O)N1CCOCC1
2: O=C(NNC(=O)c1ccncc1)c1ccccc1
3: Cc1noc(NS(=O)(=O)c2ccc(NC(=O)CSc3nc4c(cc3C#N)CCC4)cc2)c1C
4: O=C(Nc1ccccn1)C1COc2ccccc2O1 (stereo unspecified)
5: COc1ccc(S(=O)(=O)NCc2ccc(C(=O)NCCCN3CC(C)CC(C)C3)cc2)cc1 (stereo unspecified)
6: CCOC(=O)c1c(NC(=O)Cc2cccs2)sc(C(=O)NC2CCCC2)c1C
compound no.	1	2	3	4	5	6
CRFR2-BP ag	0.2	-2.3	-0.4	0.2	2.3	1.1
M4 ag	5	1	0	2	1	0
M1 antag	-5	-16	-7	-6	17	-7
CHRM1 PAM	7	8	5	1	-10	5
M4 PAM	4	1	-4	6	-9	1
M5 PAM	0	3	-2	6	6	-1
M4 antag	2	-2	7	-1	22	2
M5 antag	1	7	6	-5	-3	-5
M5 ag	4	-2	2	0	-9	-3

Brought forward from above: 2 entries; new compounds follow.
5: COc1ccc(S(=O)(=O)NCc2ccc(C(=O)NCCCN3CC(C)CC(C)C3)cc2)cc1 (stereo unspecified)
6: CCOC(=O)c1c(NC(=O)Cc2cccs2)sc(C(=O)NC2CCCC2)c1C
7: Cc1ccc2oc(=O)c3cnn(CC(=O)NCCc4ccsc4)c3c2c1
8: Cc1oc(-c2ccccc2F)nc1CS(=O)(=O)CC(=O)NCCN(C)C1CCCCC1
9: CCOc1ccccc1N1CCN(C(=O)C(Sc2ccccc2)c2ccccc2)CC1 (stereo unspecified)
10: Cc1cccc(C(=O)OC(C)C(=O)NC2CCCc3ccccc32)c1O (stereo unspecified)
11: OC[C@H]1O[C@@H](c2nc3ccc(-c4nc(-c5cccs5)no4)cc3[nH]2)C[C@@H]1O
12: N#CCCN(C(=O)COC(=O)c1ccc(S(=O)(=O)N2CCCC2)cc1)c1cccc(Cl)c1
compound no.	5	6	7	8	9	10	11	12
CRFR2-BP ag	2.3	1.1	-6.4	-1.4	1.8	0.2	/	1.0
M4 ag	1	0	0	3	1	0	2	3
M1 antag	17	-7	0	-7	4	-28	-12	12
CHRM1 PAM	-10	5	1	8	6	15	8	-6
M4 PAM	-9	1	-5	5	7	14	0	2
M5 PAM	6	-1	-2	-6	-6	2	-5	1
M4 antag	22	2	11	-13	8	-17	-2	-2
M5 antag	-3	-5	0	3	4	-1	0	-2
M5 ag	-9	-3	0	-1	-3	2	2	4

13: CCOC(=O)c1ccc(NC(=O)N2CCOCC2)cc1
14: COC(=O)c1ccc(N2C(=O)CC(Sc3n[nH]c(C)n3)C2=O)cc1 (stereo unspecified)
15: COCCNC(=O)C1CCCN(C(=O)c2cc(C)n(C(C)(C)C)n2)CC1 (stereo unspecified)
16: O=C(CC1C(=O)NCCN1Cc1cccc(F)c1)NCCCN1CCCC1=O (stereo unspecified)
17: CCOc1ccc(S(=O)(=O)Nc2cccc(C(=O)N3CCN(C(C)=O)CC3)c2)cc1
18: O=C(CSc1nnc(-c2cccnc2)o1)c1cc2ccccc2oc1=O
compound no.	13	14	15	16	17	18
CRFR2-BP ag	0.6	-1.9	/	1.6	1.4	0.2
M4 ag	0	1	-1	1	0	1
M1 antag	17	-8	-9	-11	-6	-4
CHRM1 PAM	1	6	15	6	4	-3
M4 PAM	-7	13	2	4	-1	2
M5 PAM	-5	1	-2	13	-3	5
M4 antag	10	-3	7	-3	0	-6
M5 antag	17	-3	0	-17	-1	4
M5 ag	-1	1	0	-1	1	-1

19: CCOc1ccc(CCNC(=O)CCS(=O)(=O)c2ccc(Cl)cc2)cc1OCC
20: CCOC(=O)CSc1nnc([C@H](Cc2ccccc2)NC(=O)OC(C)(C)C)o1
21: CN(C)S(=O)(=O)c1cccc(NC(=O)COc2cccc(C#N)c2)c1
22: C=CCOc1ccc(CNc2nccs2)cc1OC
23: COc1ccc([C@@H]2C[C@H]3[C@@H](CN2S(=O)(=O)c2ccccc2)C(=O)C[C@@H](c2ccc(OC)cc2)N3S(=O)(=O)c2ccccc2)cc1
24: O=C(Cc1cccs1)NCCc1csc(-c2ccccc2)n1
compound no.	19	20	21	22	23	24
CRFR2-BP ag	-3.8	1.3	-1.5	-1.8	/	0.1
M4 ag	1	4	2	1	1	0
M1 antag	-2	-4	2	-5	1	-19
CHRM1 PAM	2	3	3	8	0	11
M4 PAM	-2	14	-8	12	-9	26
M5 PAM	-3	-4	-2	1	-5	8
M4 antag	-5	0	-6	-3	3	16
M5 antag	-6	-8	-8	3	9	4
M5 ag	-5	-1	-1	-3	0	3

Profiles, quoted from the list. Screens in order: CRFR2-BP ag | M4 ag | M1 antag | CHRM1 PAM | M4 PAM | M5 PAM | M4 antag | M5 antag | M5 ag
Entry for COc1ccc([C@@H]2C[C@H]3[C@@H](CN2S(=O)(=O)c2ccccc2)C(=O)C[C@@H](c2ccc(OC)cc2)N3S(=O)(=O)c2ccccc2)cc1 = / | 1 | 1 | 0 | -9 | -5 | 3 | 9 | 0
Entry for O=C(Nc1ccccn1)C1COc2ccccc2O1 (stereo unspecified) = 0.2 | 2 | -6 | 1 | 6 | 6 | -1 | -5 | 0
Entry for C=CCOc1ccc(CNc2nccs2)cc1OC = -1.8 | 1 | -5 | 8 | 12 | 1 | -3 | 3 | -3
Entry for CN(C)S(=O)(=O)c1cccc(NC(=O)COc2cccc(C#N)c2)c1 = -1.5 | 2 | 2 | 3 | -8 | -2 | -6 | -8 | -1
Entry for Cc1oc(-c2ccccc2F)nc1CS(=O)(=O)CC(=O)NCCN(C)C1CCCCC1 = -1.4 | 3 | -7 | 8 | 5 | -6 | -13 | 3 | -1

The results go on.
25: CC(=O)N1CCc2cc(S(=O)(=O)NC(CC(C)C)C(=O)N3CCCC3)ccc21 (stereo unspecified)
26: COC(=O)c1sc2ccccc2c1NC(=O)c1ccc(S(=O)(=O)N2CCCCC2)cc1
27: O=C(CSc1nc(=O)n2ccccc2n1)NCc1ccc2c(c1)OCO2
28: CCN=C1S/C(=C\c2ccc(O)c(OCC)c2)C(=O)N1CC
29: O=C(CCC1CCCC1)N1CCN(S(=O)(=O)c2ccc(Br)cc2)CC1
30: C[C@@H]1CNC(=O)c2c(C(=O)N[C@@H](Cc3c[nH]c4ccccc34)C(=O)OC(C)(C)C)ncn21
compound no.	25	26	27	28	29	30
CRFR2-BP ag	-0.1	0.2	-0.6	2.9	0.0	0.2
M4 ag	2	1	0	-1	2	29
M1 antag	-2	-12	-9	-6	3	4
CHRM1 PAM	3	2	3	5	0	-8
M4 PAM	-1	5	5	5	3	-3
M5 PAM	2	-2	-3	-1	6	-4
M4 antag	-3	0	-9	-13	7	-8
M5 antag	2	2	-4	-12	5	-4
M5 ag	-2	-2	2	-7	5	2

31: CS(=O)(=O)NN1C(=O)c2ccccc2NC1c1c[nH]c2ccccc12 (stereo unspecified)
32: CC(C)N=C(NC#N)SCc1ccccc1F
33: Cc1ccc(S(=O)(=O)N2C/C=C\CN(S(=O)(=O)c3ccccc3Br)CC2)cc1
34: CCc1ccc(NC(=S)Nc2cc(OC)c(NC(=O)C(C)C)cc2OC)cc1
35: CCN(CC)S(=O)(=O)c1ccc2nc(SC)sc2c1
36: O=C(CNC(=O)c1ccco1)OCC(=O)c1ccc2ccccc2c1
compound no.	31	32	33	34	35	36
CRFR2-BP ag	-2.0	-1.3	5.7	-1.3	1.5	0.9
M4 ag	5	0	8	3	5	3
M1 antag	8	-10	-3	12	-3	-7
CHRM1 PAM	1	1	-4	-5	2	8
M4 PAM	2	8	-7	5	-4	5
M5 PAM	-3	-6	-7	0	5	-4
M4 antag	0	-2	-24	-4	-5	5
M5 antag	12	9	4	-7	-5	1
M5 ag	2	-3	1	3	-2	-1

37: CCCC/C(C)=N/NC(=O)c1cn(-c2ccccc2)nc1-c1ccccc1
38: Cc1c(C(=O)Nc2ccccc2)c2ccc(C(F)(F)F)cc2n1O
39: Cc1ccc(CN=c2c([N+](=O)[O-])nn(-c3cccc(Cl)c3)n2O)cc1
40: COc1ccccc1C(C)NC(=O)CN(C)CC(=O)Nc1c(C)cccc1C (stereo unspecified)
41: N#C/C(=C\Nc1ccc2cn[nH]c2c1)c1nc(-c2ccccc2)cs1
42: Cc1cc(OCc2cc(C(=O)N(C)C(C)c3ccccn3)no2)cc(C)c1Cl (stereo unspecified)
compound no.	37	38	39	40	41	42
CRFR2-BP ag	1.0	13	-0.3	-0.2	-0.7	2.4
M4 ag	1	16	0	0	1	16
M1 antag	-7	10	-13	4	-2	11
CHRM1 PAM	13	-5	5	-4	3	-3
M4 PAM	3	-7	-2	-1	3	-13
M5 PAM	0	-23	-2	0	-3	-3
M4 antag	3	-2	-9	-4	-3	-4
M5 antag	9	18	9	1	4	-1
M5 ag	-2	6	-5	1	1	-2

43: O=C(CSc1nnc(NC(=O)C2CC(=O)N(c3ccc(F)cc3)C2)s1)NCc1ccco1 (stereo unspecified)
44: COc1cc(C(=O)Nc2ccc3c(c2)ncn3C(C)(C)C)cc(OC)c1OC
45: O=C(NCc1cccc(C(F)(F)F)c1)c1ccc2nc([C@@H]3O[C@H](CO)[C@@H](O)[C@H]3O)[nH]c2c1
46: CC(C)Cn1c(N)c(C(=O)NCCN2CCOCC2)c2nc3ccccc3nc21
47: CCCCC(=O)N(C)c1c(CC)nc2c(OCCOc3ccc(F)cc3)cccn12
48: COc1ccccc1NC(=S)NC12CN3CN(CN(C3)C1)C2
compound no.	43	44	45	46	47	48
CRFR2-BP ag	-2.3	-0.4	/	-4.1	/	-2.2
M4 ag	1	1	1	7	0	1
M1 antag	-1	-8	-7	2	-10	3
CHRM1 PAM	2	11	13	-1	11	2
M4 PAM	1	1	7	2	2	-5
M5 PAM	0	-3	6	3	-4	-4
M4 antag	-6	-1	-7	6	0	6
M5 antag	-6	0	-10	5	3	0
M5 ag	-4	0	1	1	-3	-2

49: COc1ccc(C(=O)OCC(=O)NC2CC2)cc1OC
50: NC(=O)c1cc2cc(Br)ccc2oc1=NCc1ccccc1
51: Cc1ccc(OCC(=O)Nc2cccc(S(=O)(=O)N3CCCCC3)c2)c([N+](=O)[O-])n1
52: CC(C)Cn1c(-c2csc(C(C)C)c2)n[nH]c1=S
53: CCOC(=O)c1n[nH]c(=O)c2ccccc12
54: Cc1cc(=O)[nH]c(SCC(=O)NCCOc2ccccc2)n1
55: CC(=O)N(c1ccc(Cl)cc1)c1nc(C)cc(C)c1C#N
compound no.	49	50	51	52	53	54	55
CRFR2-BP ag	-0.6	3.3	0.0	-10	-2.1	-0.5	-1.4
M4 ag	0	1	1	1	1	-1	1
M1 antag	-13	-44	-10	10	-3	9	1
CHRM1 PAM	16	4	8	-15	7	4	9
M4 PAM	15	4	4	3	9	10	-3
M5 PAM	3	-1	1	-5	11	2	-5
M4 antag	-7	-2	5	-2	-3	5	-7
M5 antag	-4	0	3	4	-7	-8	-6
M5 ag	3	-3	1	-10	-1	1	0
